aGlu spleen mod = inhibits or activates alpha-glucosidase in human spleen homogenate; P10253; human spleen homogenate, 4-MU-alpha-glucoside fluorescence; Potency, µM (top dose mostly 79.9 µM), for the others: at the top dose activity change, negative = inhibition, hits mostly inhibitors; actives 0.006% (n = 240,000);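 further: 0% = enzyme with vehicle and -100% = no enzyme basal signal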
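Human spleen homogenate (1 ug) incubated with compounds and 1 mM 4-methylumbelliferyl-alpha-D-glucopyranoside in pH 5.0 citrate/phosphate buffer, 37 C, 40 min. Stopped at pH 10; 4-MU fluorescence (Ex 365/Em 440 nm); AC50 by Hill fit.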
GAA inhib = blocks human lysosomal alpha-glucosidase. purified human GAA, 4-MU-alpha-glucoside fluorescence. Potency, µM (titrated, usually from 76.9 µM), for the others: at the highest dose activity change, negative = inhibition, most hits filed as inhibitors. actives 0.005% (n = 200,000);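 further: plate controls were uninhibited enzyme wells for no effect and no-enzyme background for full effect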
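Fluorogenic assay: 4 nM human alpha-glucosidase with 400 uM 4-methylumbelliferyl-alpha-D-pyranoside in 50 mM citrate/phosphate, 0.005% Tween-20, pH 5.0, 20 min at room temperature. Compounds tested up to 77 uM; AC50 from Hill fits.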
TRb SRC2 PPI = inhibitors of human thyroid hormone receptor beta-SRC2 interaction | AID 1469 | Potency, µM (titrated, usually from 106 µM), for inactives: at the highest dose activity change, negative = inhibition, most hits filed as inhibitors | actives 0.065% (n = 280,000) | TRbeta-SRC2 peptide binding, fluorescence polarization; receptor liganded with 1 µM T3;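 further: plate controls were bound peptide for no effect and peptide without receptor for full effect; nearly all actives have a fitted effect of over 50% in size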
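TRb LBD 0.6 uM + Texas Red SRC2 peptide 20 nM, 1 uM T3, Tris buffer w/ 5% DMSO; compound pinned, 5 h RT; FP read ex 555/em 632; normalized to unbound and bound controls.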
TR SRC2 fluor cs = counter-screen for TRb-SRC2 inhibitors: fluorescence interference; AID 1479; TRb/SRC2 Texas Red total fluorescence interference; actives 0.29% (n = 280,000); Potency, µM (titrated, usually from 106 µM), inactives show at the top dose fluorescence change, negative = quenching; active means well fitted curve in either direction with a large enough effect; inconclusive means small, poorly fitted or top-dose-only effect
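Flags fluorescent or light-absorbing compounds by total fluorescence, S + 2P, at 555 nm excitation and 632 nm emission. Mixture: 20 nM Texas Red SRC2 peptide, 0.6 uM human TRb LBD, 1 uM T3, 5% DMSO; compound exposure 5 h at ambient temperature.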
RECQ1 helicase = blocks DNA unwinding by human RECQ1; P46063; RECQ1 DNA unwinding, red fluorescence kinetic read; Potency, µM (titrated, usually from 57.3 µM), inactives show top-dose activity, negative = inhibition, usual class: inhibitors; actives 0.54% (n = 240,000); AID 2549;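 further: plate controls were vehicle for no effect and no enzyme for full effect; nearly all actives have a fitted effect of over 30% in size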
Target sequence (P46063 whole entry, looked up): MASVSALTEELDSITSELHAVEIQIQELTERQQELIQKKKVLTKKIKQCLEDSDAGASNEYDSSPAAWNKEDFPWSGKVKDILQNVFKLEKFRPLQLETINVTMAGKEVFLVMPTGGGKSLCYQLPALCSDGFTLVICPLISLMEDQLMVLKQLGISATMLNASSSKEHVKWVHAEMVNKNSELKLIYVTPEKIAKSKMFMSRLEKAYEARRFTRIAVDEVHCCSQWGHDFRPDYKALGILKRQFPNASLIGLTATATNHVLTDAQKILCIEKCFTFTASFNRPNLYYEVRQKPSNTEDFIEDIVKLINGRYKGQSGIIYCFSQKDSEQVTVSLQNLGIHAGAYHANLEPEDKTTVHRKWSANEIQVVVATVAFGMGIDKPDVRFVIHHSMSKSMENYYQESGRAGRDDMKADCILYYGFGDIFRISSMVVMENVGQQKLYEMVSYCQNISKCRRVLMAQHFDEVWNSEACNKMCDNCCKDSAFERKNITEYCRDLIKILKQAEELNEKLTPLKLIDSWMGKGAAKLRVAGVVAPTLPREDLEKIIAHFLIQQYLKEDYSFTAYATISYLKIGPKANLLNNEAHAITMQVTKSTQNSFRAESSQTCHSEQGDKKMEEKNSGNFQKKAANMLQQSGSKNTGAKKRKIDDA
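50 nM RECQ1T1 preincubated 15 min with compound in Tris pH 8.0 buffer with MgCl2, DTT, Tween-20 and 2.5 ug/ml poly(dI-dC); started with 200 nM TAMRA/BHQ-2 forked duplex and 2 mM ATP. Unwinding read as fluorescence (525/598 nm), two reads 2 h apart.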
GAA glycogen = alters human alpha-glucosidase cleavage of glycogen; P10253; recombinant GAA, glycogen substrate, Amplex Red glucose oxidase fluorescence; Potency, µM (highest dose often 76.4 µM), without a hit: top-dose activity change, negative = inhibition, usual class: inhibitors; actives 0.38% (n = 300,000);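 further: 0% = full enzyme reaction and -100% = no-enzyme basal signal; the screen sought inhibitors and activators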
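Recombinant human enzyme (4 nM); glycogen substrate; 37 C, 40 min, pH 5.0. Readout: coupled glucose oxidase/Amplex Red fluorescence.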
L3MBTL1 inh = inhibitors of human L3MBTL1; Q9Y468; AlphaScreen L3MBTL1–H3K9me1 peptide binding; Potency, µM (doses to about 57.1 µM), without a hit: at the highest dose activity, negative = inhibition, actives largely listed as inhibitors; actives 0.66% (n = 230,000); further: nearly all actives have a fitted effect of over 60% in size
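L3MBTL1 50 nM + b-AHA-H3(1-15)K9me1 75 nM, 30 min RT; compound added, 30 min RT; streptavidin donor/Ni-chelate acceptor beads 10 ug/mL each final, 30 min RT dark; AlphaScreen read.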
RGS12 GoLoco inh = inhibitors of human Gai1-RGS12 GoLoco interaction (red fluorophore) | Gai1:RGS12 GoLoco peptide FP, rhodamine, 10 min | Potency, µM (titrated, usually from 61.6 µM), without a hit: at the top dose activity, negative = inhibition, usual class: inhibitors | actives 0.44% (n = 230,000) | AID 880; active means well fitted inhibition curve with a large enough effect, not every such curve was filed as active; inactive means no such curve, though single readings can be large or run the other way; further: nearly all actives have a fitted effect of over 30% in size; many of its hits are not listed in these tables
Target sequence (P63096 whole entry, looked up): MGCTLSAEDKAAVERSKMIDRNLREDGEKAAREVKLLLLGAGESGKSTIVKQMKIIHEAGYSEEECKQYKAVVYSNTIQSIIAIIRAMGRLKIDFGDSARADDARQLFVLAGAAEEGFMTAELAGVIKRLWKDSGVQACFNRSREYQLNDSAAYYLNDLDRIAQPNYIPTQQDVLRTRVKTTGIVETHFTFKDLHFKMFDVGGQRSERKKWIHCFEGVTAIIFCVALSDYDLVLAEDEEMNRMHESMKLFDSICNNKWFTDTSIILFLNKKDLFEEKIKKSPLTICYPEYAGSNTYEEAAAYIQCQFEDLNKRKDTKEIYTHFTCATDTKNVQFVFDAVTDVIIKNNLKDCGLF
An asterisk follows results filed as active; i = inactive; ? = inconclusive; · = no result given; & = joins results of further samples; [ ] = remark or other dose. Unless noted, the call rests on the fitted dose curve; in most records, active means well fitted curve in the direction sought with a large enough effect; inconclusive means small, poorly fitted or top-dose-only effect, or another doubt; inactive means no such curve, though single readings can be large; an effect the other way counts as inactive or inconclusive. Unless noted, on the % scale 0 is the no-effect control and ±100 the full control effect; potency means the concentration at half of the fitted maximal effect.

Molecule | aGlu spleen mod | GAA inhib | TRb SRC2 PPI | TR SRC2 fluor cs | RECQ1 helicase | GAA glycogen | L3MBTL1 inh | RGS12 GoLoco inh
Cc1ccccc1Cn1cc(C)c(=O)[nH]c1=O | -11% | 5% | 3% | -2% | i | -18% | -6% | 9%
Cc1cccc(N2CCN(C(=O)Cn3cnc4c3c(=O)n(C)c(=O)n4C)CC2)c1C | -2% | -5% | 3% | 0% | -10% | -3% | -8% | -3%
O=C(Cc1ccccc1)c1nnc(-c2ccccc2)o1 | -6% | ? | 4% | -1% | i | -16% | · | 8%
CC(C)=NOCc1ccc(-c2cc(-c3ccccc3)no2)cc1 | 1%[17.4 µM] | · | 1%[11.2 µM] | -3%[11.2 µM] | -4%[11.5 µM] | · | · | ·
O=c1nc2ccccc2c(NS(=O)(=O)c2ccccc2)n1-c1ccccc1 | 5% | 1% | 0% | -2% | -10% | 7% | 5% | 7%
O=C1[C@@H]2C(Cc3ccc(O)cc3)NC3(C(=O)Nc4ccc(F)cc43)[C@@H]2C(=O)N1c1ccc(F)cc1 (stereo partly specified) | 1% | 1% | -7% | -2% | -6% | -4% | · | 1%
CS(=O)(=O)N1CCN(c2ccc([N+](=O)[O-])cc2C(F)(F)F)CC1 | 1% | · | -2% | -2% | -7% | 3% | 0% | 4%
Cc1ccc(NC(=O)c2cc(NC(=O)CCC(=O)O)ccc2N2CCCCC2)cc1 | 2% | 8% | -3% | -2% | -8% | -2% | -7% | 22%
Cc1ccc(C(=O)CSc2nc3cc(S(=O)(=O)N4CCOCC4)ccc3o2)cc1 | 8% | -1% | -3% | 1% | i | -16% | -4% | -2%
COC(=O)C1=CN(Cc2ccc(OC)cc2)C=C(C(=O)OC)C1c1cccs1 | ? | ? | 3% | -1% | -21% | -19% | 170%[activator] | -2%
CC(=O)Nc1ccc(NC2=Nc3ccccc3N3C2=Nc2c(c(C)nn2-c2ccccc2)C3c2ccccc2)cc1 (stereo unspecified) | -10% | 0% | -5% | 2% | -8% | 7% | 0% | 3%
Cc1ccccc1-c1nccc(-n2ccnc2)n1 | 5% | · | -3% | -4% | -6% | · | · | -13%
CC(C)(C)c1ccccc1OCC(=O)Nc1ncn[nH]1 | -4% | -19% | -16% | 1% | i | 4% | · | 4%
CCCCn1c(=O)cc(O)c2ccccc21 | 13% | -4% | -5% | -6% | -3% | 1% | · | 7%
CC(=O)N1CCN(c2ccc(NC(=S)NC(=O)/C=C/c3ccccc3)cc2)CC1 | 1% | ? | 1% | -4% | -5% | -6% | -11% | 4%
CCN(CC)C(=O)N1CCN(S(=O)(=O)c2ccc(C)cc2)CC1 | -6% | -12% | -8% | -7% | -7% | 10% | · | 10%
CCOCCCNC(=O)CN1CCN(Cc2ccccc2C)C1=O | -2% | 4% | -9% | 3% | -10% | -16% | 4% | 9%
O=C(CN1CCN(c2ccc(O)cc2)CC1)NC(=O)NCc1ccco1 | 8% | 5% | 4% | -5% | 22µM* | 3.2µM* | -24% | ·
CCCn1c(=O)c(C(=O)NCc2ccccn2)c(O)c2ccccc21 | 1% | 0% | 1% | 1% | -4% | -8% | 2% | 8%
COC(=O)C1=C(O)/C(=C\c2sccc2C)N=C1C | -2% | -4% | -1% | 12% | 2% | 3% | 3% | 17%
NC(=O)C1(N2CCCCC2)CCN(Cc2nc(-c3cccs3)no2)CC1 | -4% | · | -1% | -1% | 12% | 8% | -7% | 2%
Cc1cc(C(F)F)n2ncc(C(=O)NCc3ccccc3F)c2n1 | -11% | 8% | 2% | -3% | 11% | 1% | 2% | 11%
O=[N+]([O-])c1ccc(Cl)c(/C=N/N2CCN(c3ccccc3)CC2)c1 | -1% | -2% | 3% | -3% | -6% | -1% | -18% | -8%
COc1ccccc1NC(=O)Oc1cccc(OC(=O)c2ccccc2)c1 | -1% | · | 2% | 3% | i | -5% | · | 3%
COCCNC(=O)C(c1ccc(O)cc1)N(C(=O)CCC(=O)Nc1nccs1)c1cccc(C)c1 (stereo unspecified) | -3% | 6% | 0% | 2% | 4% | 17% | 9% | -4%
CCC(C)(C)NC(=O)CN(C(=O)CCC(=O)Nc1cc(C)ccn1)c1ccc2c(c1)OCO2 | 1% | 8% | -12% | 1% | -7% | 1% | · | 9%
Cc1ccccc1CSc1nn2c(=O)c(C)nnc2s1 | 0% | -5% | 1% | -3% | i | -9% | · | -14%
Cc1ccc(CC(=O)Nc2cc([N+](=O)[O-])ccc2F)cc1 | 0% | ? | -1% | -2% | -9% | 22% | 10% | 5%
Cc1cc(NS(=O)(=O)c2ccc(NC(=O)CN3C(=O)c4ccccc4C3=O)cc2)nc(C)n1 | 9% | 3% | 1% | -5% | -7% | 1% | 3% | 8%
Cc1cccc(CCNC(=O)C2CCN(S(=O)(=O)c3c(C)noc3C)CC2)c1 | -5% | -2% | -3% | -4% | -13% | -3% | · | 19%
Cc1cccc(/C(N)=N/OC(=O)N2c3ccccc3Sc3ccccc32)c1 | 0% | -5% | -11% | -2% | i | -9% | -8% | 8%
COc1cc(O)c(C(CC(=O)N2CCOCC2)c2ccc(N(C)C)cc2)c(OC)c1 (stereo unspecified) | 1%&2% | · | -9%&1% | -3%&-4% | i | · | · | -9%
FC(F)(F)c1ccccc1-c1cncnc1NCCc1cnc[nH]1 | -10% | · | 1% | -2% | ? | · | · | -3%
Cc1ccc(-c2ccc(/C=N/N=C3/NC(=O)C(CC(=O)O)S3)o2)c([N+](=O)[O-])c1 (stereo unspecified) | -10% | -1% | -1% | -4% | -4% | -3% | · | 9%
COC(=O)c1sccc1NC(=O)NC1CCCCC1 | -2% | -9% | -4% | 0% | i | 6% | · | 4%
Cc1nc2cc(Cl)c(Cl)cc2n1CCCO | 10% | · | -8% | 0% | -2% | -1% | 5% | 13%
CC(=O)N(Cc1ccc2c(c1)OCO2)C1CC(=O)N(CCc2ccccc2)C1=O (stereo unspecified) | -2% | 1% | -14% | -2% | -8% | 0% | 0% | 4%
COc1cc(/C=N/Nc2nn3cnnc3c3ccccc23)cc(OC)c1OC | 6% | 2% | -1% | -4% | -22% | -3% | 3% | 15%
CCc1ccc(-c2ccc(C(=O)O)cc2)nc1 | 2% | -6% | 2% | -3% | 1% | -13% | 12% | 5%
COCC(C)NC(=O)c1cc(-c2ccc(OC)c(OC)c2)on1 (stereo unspecified) | -12% | -1% | 1% | 1% | 4% | -1% | 0% | 5%
Cc1nnc(NC(=O)c2ccncc2)s1 | -2% | -6% | -13% | -3% | -10% | 7% | · | -4%
CSC1=NC(NCCCO)c2c(sc3c2CC(C)(C)OC3)N1 (stereo unspecified) | 8% | 10% | 2% | 0% | -16% | -6% | -3% | 15%
O=[N+]([O-])c1cccc(-c2n[nH]c(=S)n2-c2ccccc2)c1 | 2% | · | 1% | -4% | -9% | -8% | · | 2%
CCOc1ccccc1-n1c(N)c(C(N)=O)sc1=S | 2% | -11% | -19% | 0% | i | -1% | -10% | 2%
O=C(Cc1ccc(Cl)cc1)NCc1ccccc1Cl | -3% | -1% | 1% | -2% | -13% | 7% | · | -4%
COc1cc2c(cc1OC)C1C(C(=O)Nc3ccccc3N3CCN(C)CC3)c3ccccc3C(=O)N1CC2 (stereo unspecified) | 6% | -1% | 0% | 1% | -11% | 5% | · | -6%
Cc1cccc(NC(=O)c2ccc3nsnc3c2)c1C | 1% | -21% | 0% | 0% | -7% | 9% | 6% | 8%
O=C(NNc1nc(Nc2ccccc2)nc(N2CCOCC2)n1)Nc1ccc(Cl)cc1 | 6% | 0% | 0% | 1% | 3% | -16% | -15% | -13%
COc1ccc(OCCSc2nnc(C)n2-c2ccccc2)cc1 | ? | -10% | -13% | 1% | -3% | 6% | 1% | -7%
CC(C)N(CCNS(=O)(=O)c1ccc(Cl)cc1)C(C)C | -10% | 3% | -15% | 0% | -5% | 3% | · | 3%
O=c1cc(O)nc(SCc2ccccc2)n1-c1ccccc1 | -2%&-1% | -5%&0% | 3%&3% | -6%&0% | ? | 1%&-8% | 2%&-8% | 9%&28%
O=C(NCc1ccccc1)C(=O)Nc1nccs1 | -3% | -1% | 11% | 0% | i | 3% | 27% | 7%
Cc1cccc(Nc2nc(N)nc(CN3CCN(c4ccc(F)cc4)CC3)n2)c1 | 3% | -10% | 6% | 0% | -2% | 1% | -14% | -4%
Cc1nn(Cc2ccc(Cl)c(Cl)c2)c(C)c1NC(=O)c1noc2c1CCCCC2 | 0% | ? | 2% | 3% | -6% | 4% | 4% | -7%
CCOC(=O)Cn1c(=O)c2c(nc(Br)n2Cc2ccc(Cl)cc2)n(C)c1=O | 17% | 5% | 7% | -2% | 16% | 11% | · | 1%
Cc1nc2[nH]c(=O)[nH]c(=O)c2[nH]1 | -1% | · | 7% | -1% | -10% | · | · | 1%
Cc1cccc(C(C)C)c1NC(=O)c1ccc(COc2ccc3c(C)cc(=O)oc3c2)cc1 | 1% | ? | 8% | -1% | 1% | 4% | -3% | 83%[activator]

Ordered by heavy-atom count (high to low): some entries from above.
Molecule | aGlu spleen mod | GAA inhib | TRb SRC2 PPI | TR SRC2 fluor cs | RECQ1 helicase | GAA glycogen | L3MBTL1 inh | RGS12 GoLoco inh
O=c1cc(O)nc(SCc2ccccc2)n1-c1ccccc1 | -2%&-1% | -5%&0% | 3%&3% | -6%&0% | ? | 1%&-8% | 2%&-8% | 9%&28%
CC(C)N(CCNS(=O)(=O)c1ccc(Cl)cc1)C(C)C | -10% | 3% | -15% | 0% | -5% | 3% | · | 3%
O=C(NCc1ccccc1)C(=O)Nc1nccs1 | -3% | -1% | 11% | 0% | i | 3% | 27% | 7%

These rows are one share of the data; rates above refer to the full screens.
